Screening data deposited in PubChem BioAssay by Sanford-Burnham Center for Chemical Genomics.
HKDC1 inh: blocks human hexokinase HKDC1 activity; Q2TB90; recombinant HKDC1, G6PDH/diaphorase resazurin coupled fluorescence; inhibition, % at 20 µM; 0.16% of 340,000 active;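 active = inhibition above about 35% when tested at 20 µM, limit read from the data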;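 note: plate controls were DMSO wells with enzyme for no effect and DMSO wells lacking enzyme for full effect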
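Assay system: recombinant HKDC1 hexokinase; detection: coupled resazurin fluorescence, excitation 525 nm, emission 613 nm; benchmarks: DMSO-plus-enzyme-mix negative control, buffer-substituted positive control; compound dosing: single 20 µM dose; schedule: 90 min at room temperature in dark; also added: glucose plus 1 mM ATP as hexokinase substrates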
ATG4B inh: blocks human ATG4B protease cleavage of LC3 substrate; ATG4B cleavage of LC3-PLA2, NBD-HPC fluorescence, 1 h; inhibition, % at 8.33 µM; 0.51% of 340,000 active; in the data active = inhibition above about 40%
Target sequence (Q9Y4P1 whole entry, looked up): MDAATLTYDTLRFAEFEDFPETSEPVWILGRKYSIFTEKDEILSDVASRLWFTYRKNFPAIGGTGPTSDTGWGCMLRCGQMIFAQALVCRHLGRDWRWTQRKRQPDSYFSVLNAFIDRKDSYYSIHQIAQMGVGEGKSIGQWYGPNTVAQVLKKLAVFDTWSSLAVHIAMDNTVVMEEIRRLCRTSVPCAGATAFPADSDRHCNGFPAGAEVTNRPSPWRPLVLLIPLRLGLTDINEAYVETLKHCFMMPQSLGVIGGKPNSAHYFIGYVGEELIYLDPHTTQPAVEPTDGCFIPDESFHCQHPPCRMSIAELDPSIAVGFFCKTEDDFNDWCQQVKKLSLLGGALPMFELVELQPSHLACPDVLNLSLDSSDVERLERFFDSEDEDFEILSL
PfG6PD inh: PfG6PD (Plasmodium falciparum) enzyme inhibition; PfGluPho enzyme, NADPH resazurin-diaphorase fluorescence; inhibition, % at 20 µM; 0.78% of 350,000 active; AID 504690;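 active = inhibition reaching at least a set limit at 20 µM in the primary screen, cut at about 59% in these data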;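 note: 0% = DMSO wells with substrate and 100% = DMSO wells lacking glucose-6-phosphate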
Numbers without * were called inactive.

SMILES	HKDC1 inh	ATG4B inh	PfG6PD inh
CC(O)(c1ccccc1)C(C(c1ccccc1)N1CCOCC1)N1CCOCC1 (stereo not given)	-8	-9	-2
Cc1[nH][nH]c(=O)c1C(c1c(C)[nH][nH]c1=O)c1cn(Cc2ccc(F)cc2)c2ccccc12	-1	2	21
Nc1ccccc1C(=O)NC(=O)Nc1ccc(Oc2ncc(Br)cn2)c(Cl)c1	-2	-1	10
Oc1[nH]c2ccccc2c1N=NC(=S)NCCc1ccccc1	-5	-13	14
CCC(=O)c1ccc(OCC(=O)OC(C)C(=O)Nc2c(C)n(C)n(-c3ccccc3)c2=O)cc1 (stereo not given)	-3	-5	9
Cc1ccc(COc2ccsc2C(=O)O)cc1	2	-11	-1
CN1C(=O)C(N=Nc2ccc([N+](=O)[O-])cc2)SC1=S (stereo not given)	5	-1	106*
Cc1ccc(C)c(/C=C/C(=O)c2ccccc(=O)c2O)c1	-9	23	-3
C[n+]1cccc(C(=O)O)c1	-9	2	-8
O=c1[nH]c(=S)[nH]cc1Oc1ccc(Br)cc1Br	0	1	-35
N#CCCN(NC(=O)OCc1ccccc1)C(=O)OCc1ccccc1	8	1	-3
CCOc1cc(NC(=O)c2ccccn2)c(OCC)cc1NC(=O)CC(C)C	4	-6	1
COc1ccc(OC)c(CN2CCN(C(=O)c3ccc(C)c(S(=O)(=O)Nc4ccccc4OC)c3)CC2)c1	-3	2	-9
CN1C(c2ccc(F)cc2)=CS/C1=C(/C#N)c1nnc2n1-c1ccccc1SC2	-4	-2	-3
O=C(NN(C(=O)c1ccccc1)c1cccs1)c1ccccc1	-4	-6	-14
Nc1cccc(Oc2ccc3c(c2)C(=O)N(CCO)C3=O)c1	-5	5	-4
Cc1cc(C(=O)CSc2nnc(Nc3ccccc3F)s2)c(C)n1CC1CCCO1 (stereo not given)	3	-11	0
CCOC(=O)C1(Cc2ccccc2)CCCCCC1=O (stereo not given)	-3	1	20
CCOC(=O)c1csc(NC(=O)CSc2nnnn2-c2ccc(OCC)cc2)n1	-10	-17	-9
Cc1c(C(=O)N2CCc3ccccc32)oc2c1C(=O)CC(C)(C)C2	16	9	-2
Cn1c(=O)c(-c2ccccc2)cc2ccccc21	-4	3	-4
O=c1cc(SCc2ccccc2)nc[nH]1	-6	10	10
O=C(O)c1cccc2c1C(=O)c1cc([N+](=O)[O-])ccc1-2	2	-3	-6
O=C(CCl)N(c1ccccc1)c1ccccc1	6	-4	0
CC(Oc1ccccc1F)C(=O)NNC(=O)c1ccc(-n2cncn2)c([N+](=O)[O-])c1 (stereo not given)	4	4	1
COc1ccc(NC(=O)CSc2nnc(NC(=O)c3ccccc3C(=O)O)s2)cc1	-5	3	-10
O=C1CCCN1CCc1cccc2ccccc12	-7	0	4
Cc1c(N/N=C(\C#N)C(=O)c2ccccc2)c(=O)n(-c2ccccc2)n1C	0	1	-20
O=c1[nH]c2ccccc2n2c(-c3ccncc3)nnc12	-4	-2	0
C=CCNC(=O)c1ccc2nc(Cc3ccc(OC)cc3)oc2c1	6	4	-13

Some entries already given, showing only PfG6PD inh:
mol	PfG6PD inh
Cc1c(N/N=C(\C#N)C(=O)c2ccccc2)c(=O)n(-c2ccccc2)n1C	-20
O=c1[nH]c2ccccc2n2c(-c3ccncc3)nnc12	0
C=CCNC(=O)c1ccc2nc(Cc3ccc(OC)cc3)oc2c1	-13

(next part)
SMILES	HKDC1 inh	ATG4B inh	PfG6PD inh
Cc1cccc(N2CCN(C(=S)c3ccc4c(c3)OCO4)CC2)c1	-7	5	48
COc1cc(NCCCn2cnc3c(OCc4ccccc4)ncnc32)cc(OC)c1OC	4	-2	80*
CCN(c1ccc2c(c1)OCO2)S(=O)(=O)c1cc2c(cc1Br)CCN2C(=O)C1CC1	2	-11	25
CC(C)=CCNc1ncnc2c1c(C#N)cn2C1OC(CO)C(O)C1O (stereo not given)	-4	-4	2
Cc1cc(=O)n2c3c(c4c(cc13)c(CN(C)C)cc(=O)n4C)OC2	27	1	47
Cn1c(=O)c2c(nc(OC3CCCC3)n2C)n(C)c1=O	-1	-3	3
COc1ccc(-c2nc(=S)c3ccc4ccccc4c3[nH]2)cc1	-1	-8	15
CCc1c(Nc2ccccc2Cl)nc(N)[nH]c1=O	-5	1	8
CCCCNC1(C#N)CCN(Cc2ccccc2)CC1	-5	0	-3
O=Cc1c[nH]c2ccc(NC(=O)OCc3ccccc3)cc12	-5	0	-9

Given bar-delimited: entries from further up
smiles | HKDC1 inh | ATG4B inh | PfG6PD inh
Cn1c(=O)c(-c2ccccc2)cc2ccccc21 | -4 | 3 | -4
O=c1cc(SCc2ccccc2)nc[nH]1 | -6 | 10 | 10
Cc1c(N/N=C(\C#N)C(=O)c2ccccc2)c(=O)n(-c2ccccc2)n1C | 0 | 1 | -20
Cn1c(=O)c2c(nc(OC3CCCC3)n2C)n(C)c1=O | -1 | -3 | 3
Cc1cc(=O)n2c3c(c4c(cc13)c(CN(C)C)cc(=O)n4C)OC2 | 27 | 1 | 47
Oc1[nH]c2ccccc2c1N=NC(=S)NCCc1ccccc1 | -5 | -13 | 14

(next part)
SMILES	HKDC1 inh	ATG4B inh	PfG6PD inh
O=c1cc(-c2ccco2)oc2ccccc12	-4	3	5
C/C(=N\Nc1ccc(Cl)nn1)c1ccccc1O	0	-5	8
CCN1C(=O)CC(C(C)C)N(C2CCCC2)c2nc(Nc3ccc(C(=O)NC4CCN(C)CC4)cc3OC)ncc21 (stereo not given)	9	4	-1
O=C(NCC1CC1)Nc1cccc(C(F)(F)F)c1	1	6	4
O=C(OCc1ccccc1)N1CCC2CC1c1cc(N3CCOCC3)ccc12 (stereo not given)	1	4	-3
COc1cc2c(cc1OC)CN(C1CCC(C(C)(C)C)CC1)CC2 (stereo not given)	3	-1	-3
CC(=O)CSc1nc(CCc2ccccc2)c(C#N)c(=O)[nH]1	2	-2	-15
O=[N+]([O-])c1ccc(COc2ccc(CN3CCCC3)cc2)cc1	0	4	-1
O=C(/C=C/c1ccccc1)c1ccc2ccccc2c1	21	3	33
O=[N+]([O-])c1cccc2[nH]ncc12	-3	0	5
O=C1/C(=C\c2cc([N+](=O)[O-])ccc2O)SC(=S)N1Cc1ccc(Cl)cc1	8	52*	7
OCC1OC(n2cnc3c(/C=C(\O)c4ccccc4)ncnc32)C(O)C1O (stereo not given)	-2	1	2
Cc1ccccc1C(=O)Nc1ccccc1NC(=O)c1ccccc1C	-4	-10	-4
NS(=O)(=O)c1ccc(N/N=C/c2ccc(O)c(O)c2O)c([N+](=O)[O-])c1	36*	2	87*
Oc1ccc2ccccc2c1CNc1ccc2ccccc2c1	24	7	38
CC1=CC(=NNS(=O)(=O)c2ccc([N+](=O)[O-])cc2)CC(C)(C)C1	5	2	-13
Cc1ccnc(NC(=O)c2cccc(NC(=O)c3ccc(Cl)cc3)c2)c1	-3	2	25
Cc1cc(C2=NNC(=NCc3ccccc3)SC2)c(C)n1-c1c(C)n(C)n(-c2ccccc2)c1=O	-13	-8	14
Cc1cc2[nH]c(=S)[nH]c2cc1C	-8	-6	34

Not all compounds are listed. The share of hits here may be higher or lower than overall.
